ABHD5 PLIN5 PPI: blocks binding of human ABHD5 to perilipin-5 | Split G. princeps luciferase complementation, luminescence, 4 h | AID 602281 | hit rate 0.78% among 360,000 | inhibition, % at 4 µM | Q00G26+Q8WTS1;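 active = inhibition above the mean inhibition across every tested compound plus 3 SD, cut at about 22% in these data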;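 also: 0% = DMSO only wells and the 100% control is not disclosed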
NOD2 RIPK2 PPI: blocks binding of human NOD2 to RIPK2; CHO BLA complementation NOD2-RIPK2, CCF4 ratio; AID 624267; inhibition, % at 4.98 µM; hit rate 0.38% among 360,000; O43353; in the data active = inhibition above about 21%;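 also: 0% = vehicle only and 100% = reference blocker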
NCOA1 inh: human NCOA1 inhibition; AID 588354; Q15788; hit rate 0.12% among 360,000; inhibition, % at 3.6 µM; HEK293 GAL4-SRC1 luciferase reporter, luminescence;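 active = inhibition above the campaign mean plus 3 SD, with each screening campaign given its own cutoff, cut at about 60% in these data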;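 also: 0% = DMSO treated cells and 100% = gossypol at 36 µM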
EBV LMP1 NFkB: inhibitors of Epstein-Barr LMP1-induced NF-kappaB reporter; LMP1-induced NF-kappaB luciferase reporter cells, luminescence; inhibition, % at 12.5 µM; hit rate 0.69% among 350,000; in the data active = inhibition above about 41%;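 also: 0% = neutral control wells and 100% = reference inhibitor control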
LRH-1 inv ag: NR5A2 inverse agonism in reporter assay. O00482. HEK293T StAR-luciferase reporter, LRH-1 transfected, 24 h. inhibition, % at 3.6 µM. hit rate 0.13% among 360,000;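 active = inhibition above the mean inhibition of all tested compounds plus 3 SD, cut at about 73% in these data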;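 also: 0% = DMSO wells and 100% = reporter-only cells lacking LRH-1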
MC4R ag barr: agonists of human melanocortin 4 receptor (MC4R) beta-arrestin; hit rate 0.98% among 360,000; AID 540308; activation, % at 8.9 µM; U2OS MC4R beta-arrestin complementation, luminescence; percent of melanotan II response, DMSO zero; P32245;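 active = activation above a per-plate cutoff, the mean activation of sample wells on that plate plus 3 SD, cut at about 8% in these data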
SRC2 inh: inhibits human steroid receptor coactivator 2; Q15596; HEK293 GAL4-SRC2 luciferase reporter, luminescence; inhibition, % at 9 µM; hit rate 0.17% among 370,000; AID 651957;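 active = inhibition above the mean inhibition of all tested compounds plus 3 SD, set per campaign, cut at about 52% in these data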;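 also: 0% = DMSO treated cells and 100% = cells given Gossypol at 36 µM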
COUP-TFII inh: inhibitors of human COUP-TFII (NR2F2) | hit rate 0.7% among 370,000 | P24468 | HEK293T NGFI-A luciferase reporter, luminescence | inhibition, % at 8.6 µM | AID 686940;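 active = inhibition above a per-plate cutoff, mean inhibition of test wells between control levels plus 3 SD, cut at about 38% in these data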;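 also: cells cotransfected with COUP-TFII expression vector driving the NGFI-A reporter; 0% = median of COUP-TF2 test wells and 100% = reporter-only cells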
SRC3 inh: human NCOA3 inhibition; Q9Y6Q9; HEK293 GAL4-SRC3 luciferase reporter, luminescence; inhibition, % at 3.6 µM; hit rate 0.17% among 360,000; AID 588352;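 active = inhibition above a per-campaign cutoff, the mean of all compounds plus 3 SD, cut at about 60% in these data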;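 also: 0% = DMSO-treated cells and 100% = gossypol-treated cells at 36 µM; higher means less SRC3-driven luciferase light from the GAL4 reporter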
Target sequence (Q9Y6Q9 whole entry, looked up, the tested form may be a part): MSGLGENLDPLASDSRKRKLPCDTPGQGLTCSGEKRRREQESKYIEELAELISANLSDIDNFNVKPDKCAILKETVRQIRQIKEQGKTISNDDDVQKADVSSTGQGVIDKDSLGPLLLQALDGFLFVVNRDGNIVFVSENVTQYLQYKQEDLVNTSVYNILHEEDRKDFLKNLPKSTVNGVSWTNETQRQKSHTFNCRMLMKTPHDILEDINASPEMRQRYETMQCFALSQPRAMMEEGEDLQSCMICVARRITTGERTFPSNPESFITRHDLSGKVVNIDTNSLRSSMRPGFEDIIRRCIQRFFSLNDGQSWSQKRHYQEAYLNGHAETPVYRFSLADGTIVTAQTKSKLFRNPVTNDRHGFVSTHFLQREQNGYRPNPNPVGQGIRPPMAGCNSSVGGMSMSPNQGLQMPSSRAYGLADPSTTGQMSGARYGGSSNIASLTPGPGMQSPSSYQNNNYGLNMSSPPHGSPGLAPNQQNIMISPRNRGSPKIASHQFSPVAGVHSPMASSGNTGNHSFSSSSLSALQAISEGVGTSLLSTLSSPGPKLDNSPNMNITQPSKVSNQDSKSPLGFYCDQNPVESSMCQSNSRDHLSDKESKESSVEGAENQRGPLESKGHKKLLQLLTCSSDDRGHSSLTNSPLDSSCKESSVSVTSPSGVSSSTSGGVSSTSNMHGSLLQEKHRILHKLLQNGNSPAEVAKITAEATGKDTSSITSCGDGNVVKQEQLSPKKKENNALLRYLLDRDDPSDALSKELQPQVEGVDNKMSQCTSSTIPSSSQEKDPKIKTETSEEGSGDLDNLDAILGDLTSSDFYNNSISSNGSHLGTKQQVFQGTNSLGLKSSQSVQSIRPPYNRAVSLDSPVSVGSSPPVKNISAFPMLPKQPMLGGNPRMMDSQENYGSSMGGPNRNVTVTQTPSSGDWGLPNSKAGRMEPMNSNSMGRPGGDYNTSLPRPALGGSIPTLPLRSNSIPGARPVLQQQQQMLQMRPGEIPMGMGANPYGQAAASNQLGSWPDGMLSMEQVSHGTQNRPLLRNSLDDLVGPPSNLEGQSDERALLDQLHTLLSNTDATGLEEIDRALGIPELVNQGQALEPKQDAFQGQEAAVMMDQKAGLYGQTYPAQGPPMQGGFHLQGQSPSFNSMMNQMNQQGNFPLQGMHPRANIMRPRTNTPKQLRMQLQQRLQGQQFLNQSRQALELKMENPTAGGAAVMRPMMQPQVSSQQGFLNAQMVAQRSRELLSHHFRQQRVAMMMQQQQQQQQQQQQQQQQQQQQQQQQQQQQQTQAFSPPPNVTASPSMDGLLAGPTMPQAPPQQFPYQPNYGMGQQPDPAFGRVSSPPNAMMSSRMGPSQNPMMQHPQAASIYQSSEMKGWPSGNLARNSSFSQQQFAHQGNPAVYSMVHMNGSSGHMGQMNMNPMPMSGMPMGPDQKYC
TLR9-MyD88 block: TLR9-MyD88 interaction inhibition; Q9NR96+Q99836; CHO BLA complementation TLR9-MyD88, CCF4 FRET ratio; inhibition, % at 4.98 µM; hit rate 0.21% among 340,000; AID 504734;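 active = inhibition above the mean over all tested compounds plus 3 SD, cut at about 21% in these data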;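 also: 0% = DMSO only wells and 100% = clavulanate BLA inhibitor control wells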
MC4R antagonist: antagonists of human melanocortin 4 receptor (MC4R); P32245; MC4R-expressing cells, MTII-stimulated cAMP, LANCE TR-FRET; inhibition, % at 6.5 µM; hit rate 0.48% among 360,000; AID 540295;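 active = inhibition above its plate's cutoff, the mean of tested wells on that plate plus 3 SD, cut at about 29% in these data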;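 also: 0% = Melanotan II alone and 100% = Melanotan II plus saturating MCL0020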
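System: U2OS cells stably expressing human melanocortin 4 receptor (MC4R). Reagent: Melanotan II challenge after compound preincubation. Doses: 6.5 µM. Times: 30-min compound, 1-h challenge, 1-h detection, room temperature. Measured by: TR-FRET with Eu-cAMP and labeled anti-cAMP, 671 nm. Replicates: singlicate.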
Active calls of the source: *; nt = no result given. The list is partial; the hit share may differ from the screen's.

SMILES | ABHD5 PLIN5 PPI | NOD2 RIPK2 PPI | NCOA1 inh | EBV LMP1 NFkB | LRH-1 inv ag | MC4R ag barr | SRC2 inh | COUP-TFII inh | SRC3 inh | TLR9-MyD88 block | MC4R antagonist
Cc1cccc(C)c1NC(=O)CN(C)C(=O)C1CCCCC1 | 3 | 3 | 15 | 4 | -15 | -3.3 | -13 | -2 | 13 | 0 | 0
CNS(=O)(=O)c1ccc(CCC(=O)N2CCN(c3ccccc3OC)CC2)cc1 | 3 | 3 | 19 | 5 | 0 | -0.8 | 14 | -5 | 8 | -8 | 10
Cc1cn([C@H]2C[C@H](O)[C@@H](CNCc3cccc(OC4CCCC4)c3)O2)c(=O)[nH]c1=O | 1 | -6 | 16 | -8 | -8 | -0.7 | -46 | -27 | 6 | 6 | 6
CCOC(=O)c1c(NC(=S)NCc2ccccc2)sc2c1CCN(C(=O)OCC)C2 | 4 | 3 | 11 | 1 | 8 | -0.3 | -13 | 12 | 15 | 7 | 26
N#CCC(=O)N/N=C/c1ccc(Cl)cc1 | -2 | -22 | -5 | -5 | -14 | 0.5 | -7 | 0 | 21 | -4 | -3
COc1ccc(NC(=O)CNC(=O)Cn2cnc3sc4c(c3c2=O)CCCC4)cc1OC | 1 | 8 | -8 | -2 | 5 | -2.7 | -16 | -2 | 4 | -8 | 0
CCC(C(=O)NC1CCCCC1)n1c(SCc2ccccc2F)nc2ccncc21 (stereo not given) | -7 | 4 | -11 | 8 | -14 | -1.1 | -6 | 5 | 6 | -12 | -2
O=C(CN1C(=O)COc2ccccc21)NCCC1=CCCCC1 | 1 | -5 | -21 | -1 | 9 | 1.3 | -7 | 15 | 14 | 7 | 20
O=c1[nH]c2c(Br)cnc([N+](=O)[O-])c2[nH]1 | -2 | -4 | -9 | 2 | -2 | -0.7 | 15 | -1 | 11 | 7 | -1
Cc1ccc(C)n1-c1ccc(C(=O)N2CCOCC2)cc1 | 4 | 3 | -21 | 7 | 11 | -0.9 | 4 | 15 | 8 | 0 | 4
O=C(CC(=O)N/N=C/c1ccc(C(=O)O)cc1)NCCc1ccccc1 | 2 | 2 | -27 | -12 | 11 | 0.4 | 0 | -15 | -5 | 0 | 4
Cc1[nH]c2ccccc2c1C(C#N)(C#N)C1C(=O)c2ccccc2C1=O | 0 | 14 | -12 | 5 | 26 | 1.9 | -7 | -5 | -6 | -11 | 22
CN(C(=O)CSCC(=O)Nc1ccc(Cl)cc1)C1CCCCC1 | -1 | -3 | -11 | -15 | -19 | 3.3 | -4 | -14 | 18 | -8 | 17
CCOC(=O)c1cc2c(ccn2C)n1CC(=O)N1CCN(c2ccccc2)CC1 | 1 | -6 | 9 | -2 | 5 | 0.9 | -13 | -3 | 5 | -7 | 16
O=C1c2cccc([N+](=O)[O-])c2C(=O)N1CCO | 1 | -1 | 8 | 1 | 8 | 0.1 | 19 | 6 | 13 | 1 | 1
CCS(=O)(=O)CCSc1nc(C)cc(C)c1C#N | -1 | -12 | -19 | -3 | -3 | 1.2 | -6 | 6 | 1 | 6 | 2
COc1cc(OC)cc(-c2nc3ccccc3c(=O)n2NC(=O)c2cccnc2Cl)c1 | -5 | 13 | 8 | -1 | 0 | -0.4 | -10 | 19 | 18 | 6 | 7
CCc1cc2c(N=Nc3c(O)[nH]c4ccccc34)ncnc2s1 | -4 | 2 | 4 | -4 | 6 | -2.2 | 15 | 10 | 15 | 2 | 4
COc1ccccc1NC(=S)NC(C)C(c1cccs1)N1CCOCC1 (stereo not given) | 7 | -10 | 4 | 7 | 7 | -0.3 | 25 | -1 | 12 | 1 | 2
CN(C(=O)CSc1nnc(-c2ccncc2)n1Cc1ccccc1)C1CCS(=O)(=O)C1 (stereo not given) | 2 | 2 | 13 | -7 | -5 | -0.8 | nt | nt | -11 | 5 | 3
CCC1CN(C(=O)NCc2cccc(OC)c2)c2ccccc2O1 (stereo not given) | -1 | 3 | -4 | -1 | 9 | -0.9 | 35 | 0 | 6 | -3 | 0
COc1cc(/C=C(\C#N)c2nc3ccc(C)cc3[nH]2)c([N+](=O)[O-])cc1OC | 6 | 7 | -25 | 7 | -5 | -2.0 | 6 | -8 | -4 | 5 | -8
CCCCNC(=O)CCc1c(C)nc2c(c(C)nn2-c2ccccc2)c1C | -1 | -12 | 20 | 3 | 5 | -0.1 | -28 | -3 | 12 | 4 | 6
CCN(CC)CCn1c(NC(=O)c2ccccc2O)nc2ccccc21 | 4 | 4 | -5 | -4 | -5 | 0.0 | -7 | -10 | -34 | -9 | -4

Ordered by length of the SMILES (high to low): part of the list above.
SMILES | ABHD5 PLIN5 PPI | NOD2 RIPK2 PPI | NCOA1 inh | EBV LMP1 NFkB | LRH-1 inv ag | MC4R ag barr | SRC2 inh | COUP-TFII inh | SRC3 inh | TLR9-MyD88 block | MC4R antagonist
COc1cc(/C=C(\C#N)c2nc3ccc(C)cc3[nH]2)c([N+](=O)[O-])cc1OC | 6 | 7 | -25 | 7 | -5 | -2.0 | 6 | -8 | -4 | 5 | -8
COc1cc(OC)cc(-c2nc3ccccc3c(=O)n2NC(=O)c2cccnc2Cl)c1 | -5 | 13 | 8 | -1 | 0 | -0.4 | -10 | 19 | 18 | 6 | 7
CCOC(=O)c1cc2c(ccn2C)n1CC(=O)N1CCN(c2ccccc2)CC1 | 1 | -6 | 9 | -2 | 5 | 0.9 | -13 | -3 | 5 | -7 | 16
CCCCNC(=O)CCc1c(C)nc2c(c(C)nn2-c2ccccc2)c1C | -1 | -12 | 20 | 3 | 5 | -0.1 | -28 | -3 | 12 | 4 | 6
COc1ccccc1NC(=S)NC(C)C(c1cccs1)N1CCOCC1 (stereo not given) | 7 | -10 | 4 | 7 | 7 | -0.3 | 25 | -1 | 12 | 1 | 2
CN(C(=O)CSCC(=O)Nc1ccc(Cl)cc1)C1CCCCC1 | -1 | -3 | -11 | -15 | -19 | 3.3 | -4 | -14 | 18 | -8 | 17
CCC1CN(C(=O)NCc2cccc(OC)c2)c2ccccc2O1 (stereo not given) | -1 | 3 | -4 | -1 | 9 | -0.9 | 35 | 0 | 6 | -3 | 0
CCS(=O)(=O)CCSc1nc(C)cc(C)c1C#N | -1 | -12 | -19 | -3 | -3 | 1.2 | -6 | 6 | 1 | 6 | 2

(continued)
SMILES | ABHD5 PLIN5 PPI | NOD2 RIPK2 PPI | NCOA1 inh | EBV LMP1 NFkB | LRH-1 inv ag | MC4R ag barr | SRC2 inh | COUP-TFII inh | SRC3 inh | TLR9-MyD88 block | MC4R antagonist
CCN(CC)C(=O)COc1coc(CN2CCN(c3ccccc3)CC2)cc1=O | 3 | -7 | 2 | -13 | -7 | 2.4 | -17 | -13 | 2 | 7 | 2
Cc1cccc(C(=O)NC2CCN(S(=O)(=O)c3ccccc3F)CC2)c1 | 1 | 7 | 11 | 10 | 10 | -0.7 | 21 | 9 | -11 | -1 | 15
N#Cc1cccc(S(=O)(=O)NCC(=O)NCCCc2ccccc2)c1 | -6 | -5 | 0 | 0 | 7 | 0.3 | -1 | 4 | -3 | -2 | 8
O=C(NCC(F)(F)F)c1ccc2sc([C@@H]3O[C@H](CO)[C@H](O)[C@H](O)[C@H]3O)nc2c1 | 4 | -11 | 1 | nt | 5 | -0.4 | -20 | -61 | 3 | nt | 9
O=C(COC(=O)CCC(=O)c1cccs1)Nc1cc(S(=O)(=O)N2CCOCC2)ccc1Cl | 6 | -10 | -17 | 5 | 2 | -0.1 | -14 | -7 | -3 | -5 | 17
CCOC(=O)CN1C(=O)C(=O)N(Cc2c(C)cc(C)cc2C)C1=O | -10 | -14 | 7 | -6 | -1 | -1.7 | 6 | -2 | 5 | -3 | 9
COc1ccccc1N1CCN(C(=O)CSc2nnc3n2C(C)(C)Cc2ccccc2-3)CC1 | 6 | -6 | 9 | 7 | 26 | -2.2 | 28 | 63* | 39 | -2 | 0
CC(C)(C)c1ccc(C(=O)OCC(=O)Nc2cccc(S(=O)(=O)NC3=NCCC3)c2)cc1 | -2 | 1 | 4 | 0 | 7 | 1.3 | 8 | -3 | 2 | -11 | 12
Nc1ncc([N+](=O)[O-])cc1S(=O)(=O)c1ccccc1 | -4 | -6 | 0 | nt | 3 | -1.7 | 23 | 1 | 12 | nt | 7
Cc1ccc2nc(-c3ccncc3)cc(C(=O)NCCc3ccc(F)cc3)c2c1 | -1 | -4 | 0 | 10 | -8 | -0.6 | -10 | 0 | -27 | 12 | 1
Cn1c(=O)c2c(nc(CN3CCC(C(N)=O)CC3)n2Cc2ccccc2F)n(C)c1=O | -2 | 4 | 5 | 2 | 11 | 1.9 | -10 | -13 | 12 | -5 | 18
Cc1ccc2ccc(C(Nc3ccccc3)c3ccc(Cl)cc3)c(O)c2n1 (stereo not given) | -12 | 11 | nt | nt | 11 | nt | -4 | 4 | nt | nt | nt
O=S(=O)(c1ccccc1F)N1CCc2ccccc2C1 | 0 | -9 | -41 | -6 | 2 | -1.6 | 7 | 9 | -8 | -3 | 6
COc1ccc(OC)c(CN(CCCN2CCOCC2)C(=O)Nc2ccccc2)c1 | 2 | 4 | -10 | -7 | 6 | -1.9 | -10 | 11 | -6 | -4 | 10
O=C(NCCc1ccccc1)c1ccccc1C(=O)NCCc1ccccc1 | -2 | 1 | -22 | nt | 2 | -0.2 | -25 | -9 | -8 | nt | 18
CS(=O)(=O)N(CC(=O)N1CCCCC1)c1ccc2c(c1)OCO2 | 1 | -3 | -16 | 0 | 9 | -0.8 | 4 | 14 | 8 | -2 | -4
O=C(Nc1cccc2cccnc12)c1cccc([N+](=O)[O-])c1 | -2 | -2 | -77 | -11 | 0 | -0.7 | -27 | -22 | -34 | 2 | 14
COC(=O)[C@]12CCCCC=C1N(CCC1=CCCCC1)C(=O)[C@H](CC(=O)NCC1CCCCC1)C2 | -5 | -6 | nt | nt | 28 | nt | 25 | 10 | nt | nt | nt
CCOC(=O)C1CCN(C(=O)COc2ccc(Br)cc2)CC1 | -1 | 0 | 4 | 4 | -13 | -1.0 | -9 | 10 | 1 | 1 | 6
CCOc1ccc(CNC(=O)NS(=O)(=O)c2ccc(OC)cc2)cc1 | 9 | 0 | 13 | 3 | 19 | 0.7 | -3 | 4 | 12 | 7 | 6
CN(Cc1cnccn1)Cc1cn(Cc2ccccc2)nc1-c1ccc2c(c1)OCO2 | 4 | -8 | 7 | -3 | -28 | 1.8 | -18 | -2 | 12 | -14 | 16
CN(C)S(=O)(=O)Oc1ccsc1C(=O)Nc1ccc(C(F)(F)F)cc1 | -2 | 10 | -3 | -3 | 19 | 0.1 | 8 | 7 | 1 | 2 | 6
Cc1cc2oc(=O)cc(CN3CCN(c4ccc(Cl)c(Cl)c4)CC3)c2cc1Cl | 11 | -17 | 19 | nt | 37 | nt | 6 | -25 | 17 | nt | nt

Compound activity from PubChem BioAssay.
